LGR2 inh: inhibitors of bursicon-induced LGR2 CRE-luciferase signal, primary screen, cell-based, HEK293, CRE-luciferase reporter, bursicon stimulation; bursicon-stimulated, 4 h; AID 720647, 2013; 380,000 compounds, 0.35% hits; Drosophila bursicon receptor LGR2 (rickets); inhibition, % at 9.99 µM;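 active = drop in luminescence signal, shown as inhibition above about 50% in the replicate tests, limit read from the data, passing the limit was not always enough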;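 also: agonist challenge used bursicon conditioned medium at about half maximal strength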
FN deposition inh: inhibitors of fibronectin matrix deposition, primary screen, AH1F cells, Alexa488-fibronectin fluorescence, plate reader; AH1F fibroblasts, overnight; inhibition, % at 12.6 µM; 350,000 compounds, 0.086% hits; AID 743247, 2014;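 active = mean inhibition across replicates of 30% or more, regardless of how many single replicates reach that level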;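 also: positive control wells lacked labelled fibronectin entirely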
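Material: AH1F fibroblast monolayer depositing Alexa488-labelled fibronectin into matrix | Input: 10000 AH1F cells/well | Medium: DMEM plus 2% serum, read in PBS | Reagent: Alexa488-fibronectin, 24 nM final in well | Compound dosing: One dose per compound, pinned | Schedule: 1 h adhesion, overnight exposure | Measured by: Fluorescence at 485 nm excitation, 525 nm emission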
PGC1a acetyl inh: inhibitors of PGC1a acetylation signal, primary screen, cell-based, U2OS, AlphaScreen, inhibitor mode | AlphaScreen anti-acetyl-lysine; with virally co-expressed GCN5 acetyltransferase | inhibition, % at 15.6 µM | 350,000 compounds, 0.17% hits | AID 651687, 2012;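 active = every replicate shows inhibition of at least 40%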;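 also: 0% = neutral control wells and 100% = positive control wells; some results beyond the cut were filed as inactive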
PAX8 inh HTS: inhibitors of PAX8-driven TPO luciferase reporter, primary screen, RMG-I cells, single concentration; SteadyGlo, 24 h; inhibition, % at 12.6 µM; 360,000 compounds, 1.2% hits; AID 652154, 2013;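 active = mean replicate inhibition at least 60% with every replicate also reaching 60%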;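 also: luciferase light reporting Pax8 driven TPO promoter activity; plate controls were median of neutral control wells for no effect and mitoxantrone controls for full effect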
miR-122 sensor: miR-122 Renilla sensor signal increase in Huh7, primary screen, miR-122 inhibitor project, cell-based, single point, plate reader; AID 602342, 2012; activation (reporter increase), % at 12.5 µM; 340,000 compounds, 0.3% hits; Huh7 miR-122 Renilla luciferase sensor, 48 h; neutral wells = 0, positive control = 100;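 active = mean replicate activation score at least 90 and every replicate individually at or above 90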;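 also: higher luciferase means less miR-122 activity so hits act as miR-122 inhibitors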
Cneo AK release: Cryptococcus neoformans cell lysis inducers, primary screen, AK release luminescence, single concentration; C. neoformans lysis, adenylate kinase release luminescence, 4 h; normalised: neutral wells 0, clomiphene wells 100; 360,000 compounds, 0.2% hits; lysis activity, % at 15 µM;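 active = mean lysis activity across replicates of at least 80%, whatever share of replicates individually reach that level; inactive = mean lysis activity below 80%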
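Material – Cryptococcus neoformans yeast cells · Quantity – 5 × 10^6 yeast cells/mL · Buffer or medium – YPD medium · Compound – single dose · Timing – 4 h static compound exposure, 37 °C, read 1 h post-reagent · Signal – adenylate kinase release luminescence · Read-out basis – lysis from increased AK signal · Benchmarks – Clomiphene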
EWS-Fli inh: EWS/Fli-driven NR0B1 reporter inhibitors, primary screen, A673 cells, NR0B1 luciferase, luminescence, MLPCN library; inhibition, % at 12.6 µM; viability-normalised; 350,000 compounds, 0.67% hits;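 active = mean inhibition of at least 50% after viability correction, with every replicate also passing that limit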;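 also: firefly luciferase signal divided by Alamar Blue viability fluorescence both relative to DMSO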
CASP6 VEID inh: human caspase-6 inhibitors, primary screen, biochemical, VEID-R110 fluorescence, single point, set 2; P55212; purified caspase-6, Z-VEID-R110 cleavage fluorescence; inhibition, % at 12.5 µM; 350,000 compounds, 0.53% hits; AID 686996, 2013;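 active = mean inhibition across replicates at least about 35%, with every replicate also reaching that limit, limit read from the data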;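 also: 0% = median of neutral control wells and 100% = no fluorescence left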
Target sequence (P55212 24-179 limits assumed): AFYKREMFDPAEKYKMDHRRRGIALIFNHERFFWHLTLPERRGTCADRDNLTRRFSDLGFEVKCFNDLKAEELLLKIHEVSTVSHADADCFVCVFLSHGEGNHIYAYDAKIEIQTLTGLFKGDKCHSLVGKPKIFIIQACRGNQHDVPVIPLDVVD
Target sequence (P55212 194-293 limits assumed): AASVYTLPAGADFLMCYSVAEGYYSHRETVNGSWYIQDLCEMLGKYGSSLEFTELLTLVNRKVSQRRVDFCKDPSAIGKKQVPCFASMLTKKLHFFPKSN
* = called active by the depositor; nt = not tested or not shown; & = joins results of further samples; [ ] = dose if it differs, or a comment.

SMILES | LGR2 inh | FN deposition inh | PGC1a acetyl inh | PAX8 inh HTS | miR-122 sensor | Cneo AK release | EWS-Fli inh | CASP6 VEID inh
Cc1ccc(S(=O)(=O)Nc2ccc3ncccc3c2[N+](=O)[O-])cc1 | 5 | 3 | nt | 15 | nt | nt | 2 | -1
C[C@H]1CN(C(=O)OC(C)(C)C)CCN1c1ccc(N2CC[C@@H](O)C2)c(C#N)c1 | -17 | 14 | nt | -55 | nt | nt | -44 | 5
Nc1ccc2c(c1)C(=O)N(c1cccc3ccccc13)C2=O | 4 | 6 | -29 | -12 | -8 | -1 | 8 | 2
COc1ccc(CCNC(=O)c2c(-c3ccccc3Cl)noc2C)cc1 | -7 | nt | -6 | nt | 3 | 2 | 3 | 3
CN1[C@@H]2c3ccc(-c4ccncc4)c(=O)n3C[C@@H]2[C@@H](CO)[C@@H]1C(=O)NCCc1ccccc1 | 7 | nt | nt | nt | 5[16.7 µM] | -5 | 2 | -2
C[C@H]1CN([C@@H](C)CO)C(=O)Cc2cc(NC(=O)c3ccncc3)ccc2O[C@H]1CN(C)Cc1ccc(C(F)(F)F)cc1 | -9 | 2 | 3 | -19 | 22[16.7 µM] | -4 | -1 | 1
COC(=O)[C@]1(CC(C)C)N[C@H](c2ccc(-c3ccc4c(c3)OCO4)cc2)[C@@H]2C(=O)N(C)C(=O)[C@@H]21 | -7 | 0 | 3 | -8 | 1 | -4 | -9 | 1
O=C(CSc1nc(=O)n2ccccc2n1)NCCc1ccccc1 | -12 | 3 | nt | 7 | 0 | 1 | -1 | -4
CCOc1ccc(S(=O)(=O)NCC(=O)OCc2nnc(-c3ccccc3)o2)cc1 | -6 | 1 | -1 | -19 | -5 | 6 | -4 | 4
O=C(Cc1cccnc1)N[C@@H]1CC[C@H](CCNS(=O)(=O)c2ccccc2Cl)O[C@H]1CO | -18 | -10 | 0 | nt | nt | -2 | nt | -3

Rewritten in markdown: two of the compounds above.
| Compound | LGR2 inh | FN deposition inh | PGC1a acetyl inh | PAX8 inh HTS | miR-122 sensor | Cneo AK release | EWS-Fli inh | CASP6 VEID inh |
| --- | --- | --- | --- | --- | --- | --- | --- | --- |
| COC(=O)[C@]1(CC(C)C)N[C@H](c2ccc(-c3ccc4c(c3)OCO4)cc2)[C@@H]2C(=O)N(C)C(=O)[C@@H]21 | -7 | 0 | 3 | -8 | 1 | -4 | -9 | 1 |
| C[C@H]1CN(C(=O)OC(C)(C)C)CCN1c1ccc(N2CC[C@@H](O)C2)c(C#N)c1 | -17 | 14 | nt | -55 | nt | nt | -44 | 5 |

The list goes on.
SMILES | LGR2 inh | FN deposition inh | PGC1a acetyl inh | PAX8 inh HTS | miR-122 sensor | Cneo AK release | EWS-Fli inh | CASP6 VEID inh
CCc1nc2c(OCc3ccccc3C)cccn2c1N(C)C(=O)C(C)C | 3 | -10 | nt | 16 | -7 | -1 | 9 | 3
O=C(NC1CC1)c1cccc2c1C(=O)c1ccc(N3CCC(N4CCCCC4)CC3)cc1S2(=O)=O | -24 | -7 | -3 | 6 | -4 | 1 | -21 | -6
COc1ccc(CN2C[C@@H](O)COC[C@@H]3O[C@H](CC(=O)NCCN4CCCC4)CC[C@H]32)cc1 | 1 | -9 | -7 | 2 | -2[16.7 µM] | 1 | -5 | nt
COc1ccc(CN2CC[C@H]3C=CCc4cccc(c43)C2)cc1 | -5 | -5 | nt | 12 | nt | 0 | 2 | 0
COc1ccc(C(CNC(=O)c2cccc(NS(=O)(=O)c3ccccc3)c2)N2CCCC2)cc1 (configuration not stated) | -11 | 4 | 3 | 5 | -4 | -1 | -4 | -2
COCCCNC(=O)[C@@]1(Cc2ccccc2)N=C(c2ccc(OCCCO)cc2)O[C@H]1c1ccccc1 | nt | nt | nt | -5 | nt | -5 | 6 | 0
Cc1cc(N2CCN(C)CC2)n2nc(-c3ccc(Cl)cc3)nc2n1 | nt | 3 | nt | 31 | nt | nt | -5 | 0
O=C(COC(=O)C1COc2ccccc2O1)NC1CCS(=O)(=O)C1 (configuration not stated) | -1 | nt | 28 | nt | -4 | 0 | nt | 3
C[C@H]1CN([C@@H](C)CO)C(=O)c2cccc(NC(=O)c3nc4ccccc4s3)c2O[C@@H]1CN(C)Cc1ccccc1 | 3 | nt | nt | 27 | 1[16.7 µM] | 10 | -1 | -1
O=[N+]([O-])c1cccc(N/N=C/c2cc([N+](=O)[O-])ccc2O)c1 | -56 | 2 | 4 | -51 | nt | nt | -46 | 6
COc1ccc(-c2noc(C3CCCN(C(=O)Nc4ccccc4)C3)n2)cc1 (configuration not stated) | -18 | -9 | nt | -51 | -2 | nt | -45 | 2
COc1ccc(Cc2nnc(Nc3ccc4c(c3)OCCO4)[nH]c2=O)cc1 | -12 | 0 | -4 | 2 | 1 | nt | 2 | -1
Cc1ccc(CNC(=O)CSc2nc3ccsc3c(=O)n2Cc2ccc(C(=O)O)cc2)cc1 | -4 | -11 | -1 | -5 | nt | nt | -10 | 1
CCc1ccccc1NC(=O)CN1CCN(C(=O)c2cccc(-n3cnnn3)c2)CC1 | 13 | -41 | 1 | 0 | 3 | 0 | 4 | 2
COc1ccc(NC(=O)Nc2c[nH]c(=O)[nH]c2=O)cc1OC | 25 | nt | -3 | 12 | nt | -3 | 17 | -4
CC(Sc1nnnn1C)C(=O)NC1CCCc2ccccc21 (configuration not stated) | 25 | -21 | nt | 4 | -5 | 1 | 7 | 1
O=C(O)c1ccccc1C(=O)Nc1c(-c2ccccc2)nc2ccccn12 | 4 | 16 | 5 | -16 | -1 | 2 | -29 | 0
C[C@H]1CN([C@@H](C)CO)C(=O)c2ccccc2-c2ccccc2CO[C@H]1CN(C)C(=O)c1ccccc1 | 10 | -12 | 6 | nt | nt | 45 | -1 | -3
Cc1ccccc1S(=O)(=O)NCC[C@H]1CC[C@H](NC(=O)C2CCCC2)[C@@H](CO)O1 | 3 | 1 | -1 | 3 | -2[16.7 µM] | -3 | -3 | -1
CCOC(=O)c1ccc(NC(=O)[C@@H]2CCC(=O)N2C2OC(=O)c3c2ccc(OC)c3OC)cc1 (some centres not stated) | nt | nt | 10 | nt | 3 | 2 | -2 | 2
O=C(C[C@H]1CC[C@H](NC(=O)c2cccc(F)c2)[C@@H](CO)O1)NCc1ccc(Oc2ccccc2)cc1 | -3 | nt | 1 | 26 | nt | -1 | 18 | 3
CCC(=O)N(C)C[C@@H]1Oc2ncc(C#Cc3ccccc3OC)cc2C(=O)N([C@H](C)CO)C[C@@H]1C | -4 | nt | 2 | -1 | 14[16.7 µM] | 8 | -8 | 1
Cn1cc(CN(CCCN2CCOCC2)C(=S)Nc2cccc(Cl)c2)c2ccccc21 | 11 | 7 | -19 | 39 | -2 | -3 | 9 | 0
C[C@H](O)C#Cc1ccc([C@H]2[C@H](CO)N3CCCCN(C(=O)Nc4ccccc4)C[C@@H]23)cc1 | 2 | nt | -6 | 19 | 1[16.7 µM] | 0 | -7 | 4
CCN(CC)CCNc1nc(-c2ccco2)c2c(c1C#N)CC(C)(C)OC2 | -1 | nt | nt | nt | -1 | 0 | nt | -8
CC(=O)Nc1cccc(NC(=O)c2ccccc2OCc2c(C)noc2C)c1 | -7 | -4 | nt | -4 | nt | 0 | 7 | 2
CCCCCCC(C)n1[nH]c(=O)c2c(C)cc(C)nc21 (configuration not stated) | 10 | -3 | 4 | 5 | nt | nt | 4 | 1
COc1ccc(NS(=O)(=O)NC(=O)c2c[nH]c3ccccc23)cc1 | -3 | 6 | 42 | 8 | 7 | 4 | -2 | -3
COc1ccccc1CNC(=O)C[C@H]1CC[C@@H]2[C@H](COC[C@H](O)CN2Cc2ccc3c(c2)OCO3)O1 | 3&-16 | -3&-6 | -3 | 6&14 | -1[16.7 µM] | 4 | 4&7 | -4&1
CC1(C(=O)Nc2ccc3c(c2)OCO3)CCN1C(=O)Cc1cccc2ccccc12 (configuration not stated) | -2 | -8 | -10 | 2 | 1 | 0 | 3 | 1
CCOC(=O)C1CCN(C(=O)COC(=O)c2ccccc2OCC)CC1 | 16 | -3 | 7 | 6 | 4 | -1 | 1 | 2
COc1cc(-c2ccccc2)[nH]c(=S)n1 | -29 | -2 | 15 | -2 | -6 | 0 | -1 | 0
CC(C)C(C(=O)OCC(=O)c1cccc([N+](=O)[O-])c1)N1C(=O)[C@@H]2[C@H]3CC[C@H](C3)[C@@H]2C1=O (some centres not stated) | -1 | -5 | nt | 56 | nt | nt | 9 | 2
Cc1ccccc1-c1ccc2c(c1)O[C@@H](CN(C)Cc1ccncc1)[C@@H](C)CN([C@@H](C)CO)S2(=O)=O | -3 | nt | 12 | nt | -4[16.7 µM] | 1 | 12 | 1
CO[C@H]1CN(C)C(=O)c2cc(NS(=O)(=O)CC(F)(F)F)ccc2OC[C@@H](C)NC[C@H]1C | -3 | 7 | -3 | -4 | 16[16.7 µM] | -1 | 0 | 0
N#C[C@H]1[C@H](c2ccc(C#Cc3ccccc3F)cc2)[C@@H](CO)N1C(=O)C1CCCC1 | -1 | -4 | -23 | nt | nt | nt | -10 | -2
CO[C@@H]1CN(C)C(=O)c2ccc(NC(=O)C3CCCC3)cc2OC[C@H](C)N(C(C)=O)C[C@@H]1C | 5 | -4 | 2 | -5 | nt | 63 | 4 | -1
Cc1ccc(S(=O)(=O)Nc2ccc3c(c2)CC(=O)N([C@H](C)CO)C[C@@H](C)[C@H](CN(C)Cc2ccc(C(=O)O)cc2)O3)cc1 | 1 | nt | 20 | 11 | 4[16.7 µM] | nt | -2 | nt
O=C(NCc1n[nH]c(=S)n1-c1ccccc1Cl)c1ccc(S(=O)(=O)N2CCCCC2)cc1 | 5 | -2 | nt | -18 | nt | -6 | -5 | 3
NC(=O)[C@H]1CC2(CC(c3cccc(NC(=O)c4ccccc4)c3)=NO2)CN1C(=O)[C@H]1CCC(=O)N1 (some centres not stated) | -5 | -4 | 8 | 13 | -3 | -4 | -7 | -3
O=C(CCCC(=O)NCc1ccccc1)NCc1ccccc1 | -15 | 3 | -4 | 5 | -4 | 2 | nt | nt
O=S(=O)(c1ccc(Cl)cc1)N1CCCC1c1nc2ccccc2s1 (configuration not stated) | nt | -12 | -15 | 11 | 11 | -1 | nt | nt
COCCNC(=O)C[C@H]1CC[C@@H]2[C@H](COc3ccc(NC(=O)c4cc(C)on4)cc3C(=O)N2C)O1 | 13 | -13 | 6 | 3 | 28[16.7 µM] | -1 | 2 | -3
O=C(Nc1ccc([N+](=O)[O-])cn1)C1CC1 | -1 | -8 | -3 | -22 | -3 | -1 | nt | nt
COc1cc(/C=C2/C(=N)N3C=CSC3=NC2=O)ccc1OCCOc1ccc(NC(C)=O)cc1 | -4 | -5 | 7 | 10 | nt | nt | -14 | -2
O=C(N/N=C/c1cn[nH]c1-c1ccccc1)c1ccco1 | -10 | 10 | -1 | 31 | nt | nt | 0 | 5
S=C1NC[C@H](Cc2ccccc2)N1CC1CCN(CCCC2CCCC2)CC1 | 15 | 15 | 7 | -2 | 0 | 1 | 17 | -11
CCCS(=O)(=O)N1CCN(Cc2ccc3c(c2)c2ccccc2n3CC)CC1 | 5 | 3 | -14 | 15 | -24 | 0 | nt | nt
